EPAC2 ag = agonists of human EPAC2 (RAPGEF4) | Q8WZA2 | EPAC2 activation, biochemical qHTS; response scale: 100% = 6.5 mM cAMP response | 360,000 tested, 0.079% active | Potency, µM (doses to about 154 µM), inactives show top-dose activation, hits mostly activators; further: nearly all actives have a fitted effect of over 50% in size
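Readout is BODIPY fluorescence (480 nm excitation, 540 nm emission), which falls as labeled GDP is exchanged off Rap1B. EPAC2 at 100 nM acted on 250 nM RAP1B-BODIPY-GDP with 50 uM GDP present.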
aSyn rescue = rescues yeast growth from alpha-synuclein toxicity | Yeast expressing alpha-synuclein, growth rescue, BacTiter-Glo, 24 h | AID 652106 | Potency, µM (doses to about 46.1 µM), inactives show at the top dose growth rescue (activation), hits mostly activators | 370,000 tested, 0.14% active; further: % of control where 0% means no effect; nearly all actives have a fitted effect of over 65% in size
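Rescue of yeast growth: cells expressing toxic alpha-synuclein, induced in galactose at OD600 0.02, incubated with compound 24 h at 30 C. ATP luminescence quantified growth; inhibitors of toxicity appear as activators.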
FUS yeast rescue = FUS proteinopathy suppression in yeast; Potency, µM (titrated, usually from 76.6 µM), for the others: at the top dose growth rescue (activation), most hits filed as activators; S. cerevisiae FUS-expressing, growth rescue, OD600, 24 h; AID 1347120; 390,000 tested, 0.24% active;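 further: plate controls were DMSO vehicle for no effect and reference control for full effect; nearly all actives have a fitted effect of over 55% in size; some results filed as inactive show a strong effect at the top dose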
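Yeast expressing FUS under galactose induction, OD 0.005 in 2% galactose medium; compounds in a dilution series, 24 h at 30C. Growth rescue by absorbance at 600 nm; CP55940 positive control, DMSO negative.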
EPAC1 agonist = activates human EPAC1 exchange factor; O95398; EPAC1 agonist qHTS, biochemical assay; response scale: 100% = response to 6.5 mM cAMP; Potency, µM (doses to about 154 µM), for inactives: at the top dose activation, most hits filed as activators; 360,000 tested, 0.073% active; further: nearly all actives have a fitted effect of over 60% in size
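EPAC1 100 nM, Rap1B–BODIPY-GDP 250 nM, unlabeled GDP 50 uM; compound titration; 5 min RT; kinetic read ex480/em540 at 5-min intervals ×30 min; data normalized to 6.5 mM cAMP agonist control.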
PTHR1 ag = PTHR1 (human) receptor agonism; HEK293 GP2 PTHR1 cells, GloSensor cAMP luminescence, 1 h; Potency, µM (titrated, usually from 115 µM), for the others: top-dose activation, most hits filed as activators; AID 743266; 410,000 tested, 0.075% active; Q03431; further: nearly all actives have a fitted effect of over 55% in size; some results filed as inactive show a strong effect at the top dose; inactives centre near -15; many of its hits are not listed in these tables
Target sequence (Q03431 whole entry, looked up): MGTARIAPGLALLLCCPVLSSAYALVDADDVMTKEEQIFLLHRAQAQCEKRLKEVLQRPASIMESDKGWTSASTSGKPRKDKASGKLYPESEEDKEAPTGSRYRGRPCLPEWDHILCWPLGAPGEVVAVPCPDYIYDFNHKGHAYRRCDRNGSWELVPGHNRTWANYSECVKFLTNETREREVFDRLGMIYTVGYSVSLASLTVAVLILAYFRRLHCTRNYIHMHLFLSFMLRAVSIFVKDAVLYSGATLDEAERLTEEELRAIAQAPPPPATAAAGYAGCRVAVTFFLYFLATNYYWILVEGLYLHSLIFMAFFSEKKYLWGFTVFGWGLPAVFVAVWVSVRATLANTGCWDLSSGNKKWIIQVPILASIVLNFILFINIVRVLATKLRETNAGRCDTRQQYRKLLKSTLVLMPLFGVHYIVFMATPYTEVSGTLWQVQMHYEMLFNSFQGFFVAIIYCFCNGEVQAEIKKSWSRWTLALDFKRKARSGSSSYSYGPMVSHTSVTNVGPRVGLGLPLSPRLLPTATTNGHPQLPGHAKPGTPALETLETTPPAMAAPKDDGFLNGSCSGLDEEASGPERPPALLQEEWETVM
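HEK-293-derived GP2 cells expressing PTHR1 and a GloSensor cAMP reporter, 3,000/well, plated overnight, given luciferin plus IBMX (each 0.5 mM as added) for 1 h at 37 °C, then compound for 1 h at 37 °C. Luminescence was read after 15 min at room temperature.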
EPAC2 antagonist = EPAC2 (human) antagonism; EPAC2 GEF exchange of Rap1B-BODIPY-GDP, fluorescence; 360,000 tested, 0.18% active; AID 720708; Q8WZA2; Potency, µM (series often up to 114 µM), for the others: at the top dose activity, negative = inhibition, usual class: inhibitors; further: on the % scale 0 is the no-effect control and ±100 the full control effect; nearly all actives have a fitted effect of over 45% in size; many of its hits are not listed in these tables
EPAC1 antag = EPAC1 (human) antagonism; O95398; EPAC1 GEF assay, Rap1b-BODIPY-GDP exchange fluorescence; Potency, µM (top dose mostly 115 µM), for inactives: at the highest dose activity change, negative = inhibition, most hits filed as inhibitors; 360,000 tested, 0.14% active;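 further: plate controls were vehicle for no effect and positive control for full effect; nearly all actives have a fitted effect of over 50% in size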
TDP-43 yeast inh = rescues yeast growth from TDP-43 toxicity. TDP-43 expressing yeast growth rescue, BacTiter-Glo, 24 h. Potency, µM (series often up to 46.1 µM), inactives show at the highest dose growth rescue (activation), hits mostly activators. 410,000 tested, 1.8% active. AID 652104; further: % of control where 0% means no effect; nearly all actives have a fitted effect of over 50% in size
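Galactose-induced TDP-43 yeast, OD600=0.02, compound pinned; 24 hr, 30 deg C; BacTiter-Glo luminescence for growth. Inhibitors of TDP-43 toxicity read as activators.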
* = called active by the depositor; i = inactive; ? = inconclusive; . = no result given; [ ] = remark or other dose. The call rests on the fitted dose curve; in most records, active means well fitted curve in the direction sought with a large enough effect; inconclusive means small, poorly fitted or top-dose-only effect, or another doubt; inactive means no such curve, though single readings can be large; an effect the other way counts as inactive or inconclusive. Potency means the concentration at half of the fitted maximal effect.

SMILES	EPAC2 ag	aSyn rescue	FUS yeast rescue	EPAC1 agonist	PTHR1 ag	EPAC2 antagonist	EPAC1 antag	TDP-43 yeast inh
CCN1CCN(C(=O)CCc2ccc(S(=O)(=O)NCCc3ccccc3)cc2)CC1	-1%	4%	-2%	-5%	-4%	14%	11%	13%
COc1ccc(CN(C(=O)c2oc3ccccc3c2C)C2CCS(=O)(=O)C2)cc1 (centres undefined)	17%	19%	-2%	10%	-15%	-1%	-23%	24%
O=c1[nH][nH]c(=O)c(Cl)c1Cl	8%	-6%	24%	1%	-18%	22%	15%	-22%
COc1ccc(C(C(=O)NC(C)C)N(C(=O)CCC(=O)Nc2nccs2)c2ccccc2F)cc1 (centres undefined)	2%	9%	12%	5%	-33%	-4%	-2%	-19%
CCCCCCCC(=O)Oc1ccc(C(=O)Nc2cc(C)on2)cc1	1%	-10%	-18%	4%	i	2%	-2%	-6%
c1ccc(C2(CN3CCNC[C@H]3Cc3cccc4ccccc34)CC2)cc1	4%	-14%	-24%	-19%	-65%[inhibitor]	4%	-15%	6%
COCCNCc1nc2sc(C)c(-c3ccccc3)c2c(=O)[nH]1	3%	-9%	-14%	-1%	-6%	2%	3%	-4%
CC(OC(=O)C1=NNC(=O)CC1)C(=O)Nc1ncc(Cl)cc1Cl (centres undefined)	20%	-8%	-29%	7%	-11%	-10%	-15%	11%
CCn1c(CC(=O)Nc2ccccc2)nnc1SCC(=O)N1CCOCC1	-2%	1%	-3%	-9%	i	16%	8%	10%
COc1ccc(C(C)=O)cc1CN1C(=O)C(C)ON=C1c1cccc(C(F)(F)F)c1 (centres undefined)	-10%	3%	33%	-18%	i	-26%	-28%	?
CCN(CC(=O)N1CCCCCC1)S(=O)(=O)c1ccc(Cl)cc1	5%	7%	.	-4%	i	13%	-19%	-18%
Cc1cccc(NC(=S)N=Nc2c(O)n(C)c3ccc(S(=O)(=O)N4CCOCC4)cc23)c1	-7%	0%	.	0%	-3%	6%	6%	?
COc1ccc(NC(=S)N2N=CCC2c2ccccc2)cc1 (centres undefined)	6%	7%	14%	13%	-23%[57.5 µM]	-2%	?	0%
COC(=O)NCC(c1ccco1)N1CCN(c2ccc(OC)cc2)CC1 (centres undefined)	3%	5%	-2%	8%	i	-2%	16%	5%
CS(=O)(=O)c1ccccc1-c1nnc(NC(=O)C2=COCCO2)o1	8%	-4%	2%	-4%	-22%	8%	0%	13%
COc1ccc(COc2ccsc2C(=O)Nc2ccc(Cl)c(Cl)c2)cc1	2%	-7%	-2%	0%	i	12%	8%	-2%
COCCN(C(=O)COC(=O)c1ccccc1Nc1ccccc1)c1c(N)n(Cc2ccccc2)c(=O)[nH]c1=O	10%	0%	?	10%	-13%	-1%	-15%	-22%
Cc1ccsc1/C=C(/C#N)C(=O)NCc1ccccc1	6%	10%	.	-2%	i	12%	7%	0%
COc1cc(C)ccc1OCCOCCOc1ccccc1Br	10%	10%	.	-3%	-45%[inhibitor]	4%	-19%	26%
CC1CCCN(S(=O)(=O)c2cccc(C(=O)NCCCN3CCCC3=O)c2)C1 (centres undefined)	3%	1%	-57%	7%	0%	-5%	-10%	1%
CC(C)(C)N(CC#CCC(O)(c1ccccc1)c1ccccc1)CCO	2%	0%	2%	-3%	i	-1%	-8%	20%
CCc1ccccc1NC(=O)[C@@H]1CCC(=O)N1C1OC(=O)c2ccccc21 (some centres undefined)	3%	-7%	-1%	3%	-23%	8%	1%	15%
O=C1CC(N2CCN(S(=O)(=O)c3ccccc3F)CC2)C(=O)N1c1ccccc1F (centres undefined)	4%	1%[1.84 µM]	33%	5%	i	-2%	7%	7%
Fc1cccc(Nc2ncnc3[nH]ncc23)c1	6%	1%	-42%	-7%	i	5%	4%	2%
C/C(=N/OC(=O)c1ccc(F)cc1)c1ccc(C)cc1	3%	-8%	14%	10%	-10%[57.5 µM]	-4%	-12%	-12%

Reformatted: six of the compounds above
Compound,EPAC2 ag,aSyn rescue,FUS yeast rescue,EPAC1 agonist,PTHR1 ag,EPAC2 antagonist,EPAC1 antag,TDP-43 yeast inh
Cc1ccsc1/C=C(/C#N)C(=O)NCc1ccccc1,6%,10%,.,-2%,i,12%,7%,0%
COc1cc(C)ccc1OCCOCCOc1ccccc1Br,10%,10%,.,-3%,-45%[inhibitor],4%,-19%,26%
CC1CCCN(S(=O)(=O)c2cccc(C(=O)NCCCN3CCCC3=O)c2)C1 (centres undefined),3%,1%,-57%,7%,0%,-5%,-10%,1%
CC(C)(C)N(CC#CCC(O)(c1ccccc1)c1ccccc1)CCO,2%,0%,2%,-3%,i,-1%,-8%,20%
CCc1ccccc1NC(=O)[C@@H]1CCC(=O)N1C1OC(=O)c2ccccc21 (some centres undefined),3%,-7%,-1%,3%,-23%,8%,1%,15%
O=C1CC(N2CCN(S(=O)(=O)c3ccccc3F)CC2)C(=O)N1c1ccccc1F (centres undefined),4%,1%[1.84 µM],33%,5%,i,-2%,7%,7%

Later entries:
SMILES	EPAC2 ag	aSyn rescue	FUS yeast rescue	EPAC1 agonist	PTHR1 ag	EPAC2 antagonist	EPAC1 antag	TDP-43 yeast inh
COc1cccc(-c2nc(CS(=O)(=O)CC(=O)Nc3ccccc3Cl)c(C)o2)c1	-2%	4%	6%	-13%	-61%[inhibitor]	-14%	-11%	8%
O=C1CCCN1CCC1CCN(C2CC(=O)N(c3ccc(Cl)cc3)C2=O)CC1 (centres undefined)	5%	-85%[inhibitor]	13%	-3%	-27%[57.5 µM]	2%	4%	-94%[inhibitor]
O=C1NC[C@H](CCCCN2CCN(CC3CCCCC3)C(=O)C2=O)N(CC2CCCCC2)C1=O	-2%	0%	3%	-8%	-20%	-15%	26%	8%
CCCn1nnc(NC(=O)Cc2ccc(Cl)cc2)n1	-1%	4%	-12%	-2%	i	7%	3%	-9%
COc1cc(C(=S)N2CCOCC2)cc(OC)c1OC(=O)c1cc([N+](=O)[O-])c(C)c([N+](=O)[O-])c1	-1%	1%	30%	9%	-30%[inhibitor][57.5 µM]	-3%	4%	-7%
CCCCN(C)Cc1c(C)[nH]c2c(Cl)cccc2c1=O	8%	-4%	-11%	7%	-18%[57.5 µM]	-1%	8%	-7%
COC(=O)C1=C(C)N(CC2CC2)C(=NCc2cc(OC)c(OC)c(OC)c2)N[C@H]1c1ccccc1	5%	1%	6%	1%	-13%	4%	7%	11%
CCc1ccc(N(C(=O)CNC(=O)c2ccco2)C(C(=O)NC2CCCC2)c2cccnc2)cc1 (centres undefined)	-4%	0%	-24%	-5%	-6%	-7%	3%	9%
O=C(O)C1CCCN1C1=NS(=O)(=O)c2ccccc21 (centres undefined)	-1%	0%	-16%	-1%	i	1%	-12%	-4%
Brc1ccc(-c2ccccc2)cc1	7%	4%	-33%	-5%	-34%	-19%	14%	16%
Cc1cc(C(=O)N2CCCC(N3CCN(c4cccc(C(F)(F)F)c4)CC3)C2)nn1C (centres undefined)	0%	0%	28%	-5%	-11%	3%	6%	9%
COC(=O)CCSCC(=O)Nc1cc(C)on1	9%	0%	25%	6%	30%[57.5 µM]	-11%	-3%	-17%
COc1ccc(S(=O)(=O)Nc2ccc(F)c(F)c2)cc1C(=O)N1CCOCC1	0%	-3%	-5%	3%	i	3%	-1%	2%
Cc1ccc(-n2c(SCc3nnc4n3CCC4)nnc2-c2ccccc2)cc1	-12%	-14%	25%	-3%	i	10%	-3%	5%
O=C(OCCCc1cc2ccccc2c(=O)o1)N1CCOCC1	6%	3%	-5%	1%	i	-13%	-12%	8%
COC(=O)C1=C(C)N(Cc2ccccc2)C(=NCc2ccccc2)N[C@H]1c1ccccc1	8%	1%	11%	8%	-10%	-6%	-20%	4%
COc1ccc(CNC(=O)CCSc2nc(-c3ccc4c(c3)OCO4)cc(C(F)(F)F)n2)cc1	-2%	-3%	9%	0%	-21%[57.5 µM]	-2%	0%	-10%
CCCc1cc(=O)[nH]c2nnc(SCC(=O)N3CC(C)OC(C)C3)n12 (centres undefined)	2%	0%	-13%	2%	i	9%	2%	-23%
Cc1ccc(/C=N/Nc2ncc(Cl)cc2Cl)s1	4%	-38%[inhibitor]	30%	2%	i	-3%	-13%	-12%
COc1ccccc1N(C(=O)CNC(=O)c1ccco1)C(C(=O)NC1CCCC1)c1ccco1 (centres undefined)	11%	4%	-2%	13%	i	8%	-12%	9%
C=CCN1C(=O)c2ccc(C(=O)N(C)CC(=O)Nc3cccc(F)c3)cc2C1=O	6%	6%	4%	1%	-13%	6%	15%	13%
COC(=O)N/N=C/c1cn(Cc2ccccc2F)c2ccccc12	16%	4%	-1%	0%	i	-3%	-26%	24%
O=C1CCC(C(=O)N2CCCC2)CN1CCc1cccc(F)c1 (centres undefined)	8%	-1%	-8%	-15%	0%	-5%	0%	11%
CCOC(=O)CNC(=O)CSc1ncnc2c1cnn2-c1ccccc1	1%	3%	14%	4%	-2%[57.5 µM]	7%	0%	3%
CCCCn1c(=O)c(CCC(=O)OCC(=O)NC(=O)NCCC(C)C)nc2ccccc21	7%	2%	-23%	-1%	-4%	-13%	-20%	12%
Cc1ccc(NC(=O)C2CC(=O)Nc3ncnn32)c(C)c1 (centres undefined)	-1%	1%	-15%	4%	i	-1%	-23%	0%

Not all compounds are listed. The share of hits here may be higher or lower than overall.
